Screens from PubChem.
MITF TRPM1 HTS: activators of MITF-driven TRPM1 promoter reporter, primary screen, cell-based, SK-MEL-5, luciferase, single point; AID 588334, 2011; SK-MEL-5 TRPM1-promoter luciferase, 24 h; % of positive control, neutral wells = 0; activation, % at 12.5 µM; 300,000 compounds, 0.75% hits;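 active = mean activation of at least 80% with every replicate also reaching 80%; inconclusive = mean reaches 80% but some replicate falls short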;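 note: 0% = neutral control wells and 100% = parthenolide positive control wells; values of inactives mirror those of a sister screen read the other way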
NSD2 HMT inh: NSD2 histone methyltransferase inhibitors, primary screen, biochemical, AlphaScreen, single concentration, set 2. Histone-lysine N-methyltransferase NSD2 (Homo sapiens), O96028. NSD2 peptide methylation, 120 min. inhibition, % at 12.5 µM. 310,000 compounds, 0.54% hits. AID 743445, 2014; in the data active = inhibition above about 50%
PfHsp90 set2: growth inhibition of PfHsp90-expressing yeast, primary screen, antimalarial PfHsp90 inhibitor project, S. cerevisiae, BacTiter-Glo luminescence, single point, set 2; BacTiter-Glo ATP, 48 h; yeast lacking PDR1 and PDR3 efflux regulators; 310,000 compounds, 0.32% hits; inhibition, % at 9.4 µM; AID 504621, 2011;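 active = every replicate shows inhibition above about 80%, whatever the replicate mean, limit read from the data; inconclusive = mean inhibition reaches the set limit but some replicate falls short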;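 note: 0% = DMSO neutral controls and 100% = 20 µM radicicol positive controls; yeast relying on Plasmodium falciparum Hsp90 in place of its own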
PvdQ inh: P. aeruginosa PvdQ acylase inhibitors, primary screen, biochemical, fluorescence, plate reader and imaging, single point. PvdQ acylase [Pseudomonas aeruginosa LESB58]. purified PvdQ acylase. inhibition, % at 10 µM. 340,000 compounds, 0.063% hits; in the data active = inhibition above about 30%, passing the limit was not always enough; inconclusive = no clear call, values can overlap the other calls;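 note: 0% = vehicle neutral wells and 100% = reference inhibitor wells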
Rtt109 HAT inh: inhibitors of C. albicans Rtt109/Vps75 HAT, primary screen, biochemical, ThioGlo CoA-SH fluorescence, plate reader | AID 540336, 2011 | purified Rtt109/Vps75, 4 h | inhibition, % at 34.9 µM | 330,000 compounds, 0.16% hits;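 active = inhibition of at least 50% in every replicate; inconclusive = best replicate reaches 50% inhibition but some replicates fall short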
dFosB activator: activators of delta FosB homodimer, primary screen, biochemical, fluorescence polarization, TAMRA-CDK5 oligo, single point; Protein FosB (Mus musculus), P13346; purified delta FosB; percent of positive-control signal above neutral wells; activation, % at 25 µM; 340,000 compounds, 0.99% hits; AID 493131, 2011;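 active = mean activation above about 17%, with every replicate also reaching it, limit read from the data, passing the limit was not always enough; inconclusive = only one of the two conditions met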;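 note: fluorescence polarization rise as delta FosB binds a TAMRA Cdk5 AP-1 oligo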
SR-BI uptake up: activators of SR-BI mediated DiI-HDL uptake, primary screen, ldlA[mSR-BI] CHO cells, DiI fluorescence; 3 h; 100 = double the neutral-control signal; activation, % at 12.5 µM; 320,000 compounds, 0.096% hits;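 active = mean replicate activation of at least 60% and every replicate at or above 60%; inconclusive = mean or all-replicate condition met, but not both; inactive = mean below 60% and not all replicates reaching 60%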;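 note: 0% = median plate neutral-control signal and 100% = twice that signal; values of inactives mirror those of a sister screen read the other way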
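System: LDL receptor-deficient CHO ldlA cells overexpressing murine SR-BI | Timing: 3 h uptake period with compound, 37 °C | Medium: HEPES-buffered (25 mM, pH 7.4) F12 plus 0.5% BSA | Dosing: Single-point compound dose | Signal: Bottom-read fluorescence, 550/595 nm | Read-out: Retained DiI signal reflecting DiI-HDL uptake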
SR-BI HDL uptake: inhibitors of SR-BI mediated HDL lipid uptake, primary screen, ldlA[mSR-BI] cells, fluorescence, single point. Scavenger receptor class B member 1 (Mus musculus), Q61009. ldlA[mSR-BI] CHO cells, DiI-HDL uptake fluorescence, 3 h. inhibition, % at 12.5 µM. 320,000 compounds, 0.96% hits. AID 488896, 2010;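 active = mean replicate inhibition of at least 70% and a set share of replicates each scoring 70 or more; inconclusive = meets just one of the two criteria; inactive = fails both criteria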;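 note: 0% = median of neutral control wells and 100% = median of positive control wells; values of inactives mirror those of a sister screen read the other way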
CAL PDZ FP-1: untagged CAL PDZ binding inhibitors, primary screen, biochemical, fluorescence polarization, HTS; Golgi-associated PDZ and coiled-coil motif-containing protein (Homo sapiens), Q9HD26; purified CAL PDZ, TMR-peptide fluorescence polarization, 1 h; inhibition, % at 24.9 µM; 300,000 compounds, 0.92% hits; AID 602252, 2012;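 active = mean inhibition of at least 30% with at least half of replicates also reaching 30%; inconclusive = no clear call, values can overlap the other calls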;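 note: 0% = DMSO neutral control and 100% = excess unlabeled competitor peptide PRC23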
CAL PDZ FP-2: CAL PDZ peptide-binding inhibitors, primary screen, biochemical, fluorescence polarization, Cer-tagged CAL PDZ, HTS | inhibition, % at 20 µM | AID 504414, 2011 | 330,000 compounds, 0.02% hits | purified CAL PDZ, TMR-peptide fluorescence polarization, 1 h | Golgi-associated PDZ and coiled-coil motif-containing protein (Homo sapiens), Q9HD26;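 active = highest replicate inhibition of at least 40%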;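 note: plate controls were DMSO neutral control wells for no effect and unlabeled competitor peptide control wells for full effect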
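material = purified tagged CAL PDZ domain construct (CerCALP) | compound dosing = 20 µM, one dose | times = 1 h at RT | measured by = fluorescence polarization from S- and P-plane intensities, G-factor corrected | read-out = inhibition from polarization loss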
* = called active by the depositor; u = inconclusive; x = no result given.

SMILES	MITF TRPM1 HTS	NSD2 HMT inh	PfHsp90 set2	PvdQ inh	Rtt109 HAT inh	dFosB activator	SR-BI uptake up	SR-BI HDL uptake	CAL PDZ FP-1	CAL PDZ FP-2
COc1ccc(CNCc2ccncc2)cc1OC	x	0	14	-20	7	0	6	-6	2	1.4
Cc1cc(NC(=O)CSc2cn(CCNC(=O)c3ccc(Cl)cc3)c3ccccc23)no1	-5	x	-1	-12	3	-1	-4	4	0	-0.9
CC(C(=O)N1CCc2ccccc21)N1CCc2ccccc2C1 (configuration not stated)	x	3	x	-8	3	-4	13	-13	1	-2.5
COCCNC(=S)NNC(=O)c1ccco1	-2	-1	-1	13	3	9	18	-18	-3	-0.5
O=C(NCc1ccco1)C1CCN(S(=O)(=O)N2CCOCC2)CC1	6	-3	-7	-8	-4	5	7	-7	0	-0.7
CC(C)Oc1ccc(S(=O)(=O)N2CCOCC2)cc1NC(=O)C1CSC2(C)CCC(=O)N12 (configuration not stated)	3	1	-60	-10	14	-21	12	-12	-2	-2.4
O=C(Nc1cccc2ccccc12)c1nn(C23CC4CC(CC(C4)C2)C3)cc1[N+](=O)[O-]	10	0	5	-13	4	-3	-19	19	-2	-0.3
CCc1noc(C)c1C(=O)N1CCN(S(=O)(=O)c2ccc(C)cc2C)CC1	4	x	x	2	-13	-1	-13	13	-3	1.5
Cc1ccc(CNC(=O)CCn2cc(-c3ccc(C)cc3)nc2-c2ccncc2)cc1	5	x	-5	-18	2	-5	-13	13	-2	-1.1
O=C(CSCc1ccccc1)Nc1cccc(C(=O)Nc2ccc(C(=O)O)cc2)c1	9	1	x	-1	5	-3	32	-32	-2	-1.2
O=C(COC(=O)/C=C/c1cccc(Cl)c1)Nc1c(F)cccc1F	10	-4	5	-9	-12	u	0	0	0	0.2
COc1cc(C(=O)OCc2cc(=O)n3ccsc3n2)ccc1OC(C)C	25	0	-17	-7	-3	-3	-20	20	-5	0.7
CC1(C)CC2(CCCN(C(=S)Nc3ccccc3)C2)CCO1 (configuration not stated)	-12	1	-12	-1	3	-2	5	-5	-3	-0.5
CC(C)Cn1c2c(c(O)c(C(=O)Nc3nc4ccccc4s3)c1=O)CCCC2	x	-4	-18	-17	5	-1	x	x	x	-1.2
CCc1[nH]nc2c1C(c1ccc(C)o1)C(C#N)=C(N)O2 (configuration not stated)	8	4	x	0	-7	-3	-31	31	3	0.3
CC(C)CC(C(=O)N1CCOCC1)N1Cc2ccccc2C1=O (configuration not stated)	7	-3	20	9	14	1	-8	8	-7	-1.9
Cc1cc(-c2ccccc2)nc2oc3c(c12)NC(=O)CN(c1ccccc1)C3=O	x	-2	-18	-8	2	-14	-32	32	x	-0.1
Cn1c(-c2cccs2)nc2ccccc21	73	-2	-19	-13	0	-5	18	-18	-5	-0.5
CCOC(=O)CSc1nnc(-c2ccccc2NC(=O)c2ccccc2)o1	5	-4	7	-5	4	-1	3	-3	-1	-2.6
CCOc1nc(Nc2ccc([N+](=O)[O-])cc2)nc(NC(C)(C)C)n1	-8	1	-3	-12	4	1	-29	29	9	0.7
CCn1c(C(C)NC(=O)Cc2ccccc2)nc2ccccc21 (configuration not stated)	x	x	25	-6	-4	3	9	-9	-6	-0.1
CC(CNC(=O)C1CCCCC1C(=O)O)c1ccccc1 (configuration not stated)	0	-3	-25	-8	-3	-9	25	-25	-1	1.5
CCOc1ccccc1NC1=NC2CS(=O)(=O)CC2S1 (configuration not stated)	1	-4	6	-2	-4	0	x	x	0	-1.7
COc1cccc(CN2CCNC(=O)C2CC(=O)N2CCOc3ccccc3C2)c1OC (configuration not stated)	1	-3	-9	-12	0	-10	10	-10	0	-0.8
CCOc1ccc(OCCOC(=O)CN(C)S(=O)(=O)c2ccc(NC(C)=O)cc2)cc1	6	7	x	-15	6	15	28	-28	-5	-2.3
Cc1nn2c(=O)cc(CSCC(=O)Nc3ccccc3Cl)nc2s1	3	-1	1	-15	-22	-7	2	-2	-7	-1.7
CCc1ccc(OCc2nnc(SCC(=O)NCc3ccco3)o2)cc1	-11	3	-22	-3	-11	-11	-3	3	7	-0.1
CCOC(=O)c1c(NC(=O)c2ccc(N3C(=O)[C@@H]4[C@H](C3=O)[C@H]3C=C[C@@H]4C3)cc2)sc2c1CC(C)CC2 (some centres not stated)	-1	-2	62	3	-34	-11	-50	50	1	-2.6
COCc1ccc(-c2c(-c3cc(OC)cc(OC)c3)oc(=O)c3cc(OC)c(OC)cc23)cc1	73	x	-2	-5	11	6	-50	50	15	-1.2
CN(C(=O)CSc1nnnn1-c1ccccc1)C1CCCCC1	14	-1	-1	-6	3	-1	-7	7	0	-4.5
CNC(=O)COC(=O)c1ccc2c(c1)S(=O)(=O)c1ccccc1C2=O	x	2	-23	-15	-3	-1	x	x	0	-3.2
CCc1ccc(C(=O)/C=C/Nc2ccc(S(=O)(=O)Nc3onc(C)c3C)cc2)cc1	14	12	-2	4	19	0	18	-18	-2	-1.9
Cc1ccc(C(=O)CSc2nnnn2Cc2ccccc2)cc1C	4	x	23	12	18	-10	x	x	-3	-0.9
CCOc1cc(C#N)c(NC(=O)c2cccnc2Cl)cc1OCC	-10	1	-10	-12	-3	0	-24	24	-1	0.3
O=C(Nc1ccccc1)OCc1cnc(Cl)s1	15	x	-20	-2	1	-84	22	-22	x	-2.4
Cc1cccc(-c2ncc(S(=O)(=O)C(C)(C)C)c(N)n2)c1	94*	-1	-21	-5	1	-6	-10	10	-4	-0.1

An excerpt from above in order of the SR-BI uptake up value, descending.
molecule,MITF TRPM1 HTS,NSD2 HMT inh,PvdQ inh,Rtt109 HAT inh,dFosB activator,SR-BI uptake up,SR-BI HDL uptake,CAL PDZ FP-1,CAL PDZ FP-2
O=C(Nc1ccccc1)OCc1cnc(Cl)s1,15,x,-2,1,-84,22,-22,x,-2.4
CCc1ccc(OCc2nnc(SCC(=O)NCc3ccco3)o2)cc1,-11,3,-3,-11,-11,-3,3,7,-0.1
CN(C(=O)CSc1nnnn1-c1ccccc1)C1CCCCC1,14,-1,-6,3,-1,-7,7,0,-4.5

Later entries:
SMILES	MITF TRPM1 HTS	NSD2 HMT inh	PfHsp90 set2	PvdQ inh	Rtt109 HAT inh	dFosB activator	SR-BI uptake up	SR-BI HDL uptake	CAL PDZ FP-1	CAL PDZ FP-2
CCOC(=O)C1(Cc2ccc(Cl)cc2)CCN(Cc2nccn2CC)CC1	3	-3	8	-4	x	-9	-11	11	1	-1.8
Cc1ccc2cccc(S(=O)(=O)N3CCN(c4cccc(Cl)c4)CC3)c2n1	2	-5	-23	-10	-4	-13	1	-1	4	x
Cc1ccc(-c2nc(C(=O)NCCCN(C)C)cc3c2[nH]c2ccccc23)cc1	-74	7	-7	-20	-4	5	-20	20	-37	x
O=C(Nc1ccc(Br)cc1)C1CCN(c2cnccn2)CC1	9	2	11	-1	10	-1	13	-13	1	-2.8
CC(C)Oc1cccc(-c2cc(C(=O)NC(=S)N(C)c3ccccc3C(=O)O)c3ccccc3n2)c1	5	-1	3	-12	4	3	2	-2	-1	0.2
CC1CN(C(=O)N2c3ccccc3Sc3ccccc32)CC(C)O1 (configuration not stated)	-12	-2	-23	1	2	4	18	-18	-2	-0.8
CCOC(=O)CNC(=O)CSc1ncnc2c1cnn2-c1ccc(C)cc1	8	22	12	12	-2	-3	1	-1	-1	-1.5
O=C(c1cc(-c2ccc(F)cc2)on1)N1CCOCC1	x	-3	8	7	-3	0	x	x	-6	-2.1
CC[C@]1(C(=O)OC)[C@H]2C(=O)N(Cc3ccccc3)C(=O)[C@H]2[C@H]2CN=C(SCC3CC3)N21	-6	x	12	7	-1	-1	-3	3	-2	-1.9
CSCCC(NC(=O)c1ccco1)C(=O)NC1CCCCCC1 (configuration not stated)	4	-2	x	7	5	2	3	-3	-3	-0.5
Cc1nn(Cc2ccc(Cl)cc2)c(=O)n1N(C)c1ncc(C(F)(F)F)cc1Cl	x	3	-3	-12	10	-10	21	-21	-7	-1.7
Cc1cc(C)c(NC(=O)CN2CCCCCC2)c(C)c1	35	-1	-15	-1	-4	-1	10	-10	0	0.7
CCC(C)NC(=O)Cn1c(=O)n(CCCCCC(=O)Nc2ccccc2)c(=O)c2sccc21 (configuration not stated)	-9	0	9	5	2	18*	-14	14	-1	0.4
Cc1cccc(C(=O)NNC(=O)c2n[nH]c(=O)c3ccccc23)c1C	16	-3	-33	-17	-6	-11	4	-4	1	-2.5
CCSc1nnc(NC(=O)c2cccc(S(=O)(=O)N(C)c3ccccc3)c2)s1	2	-6	-13	10	-1	u	-6	6	-1	-0.5
CC(=O)Nc1ccc(SCCN2CC[C@@H](C(C)(C)C)CCC2=O)cc1	19	x	5	-16	25	-6	18	-18	-1	-0.7
Cc1cccc(NC(=O)CSc2ccc(-c3ccccn3)nn2)c1C	3	3	9	-9	-9	-2	-19	19	-3	-0.5
Cc1cc(=O)n(C(C)c2ccccc2)n1C(C)c1ccccc1 (configuration not stated)	-15	-2	10	-1	0	-12	8	-8	-4	-0.2
CCc1nc2ccc(C(=O)N3CCN(c4cc(C)ccc4C)CC3)cc2nc1CC	8	1	-1	-4	-3	-24	-2	2	-5	-2.5
Cc1ccc(-c2nc(NC(=O)CSc3nnc(C)s3)ns2)cc1	47	x	4	-1	-11	27*	5	-5	2	-0.7
CC(C(=O)N1CCN(C2c3ccccc3-c3ccccc32)CC1)N1C(=O)c2ccccc2C1=O (configuration not stated)	-3	0	-43	-11	-2	4	-28	28	-2	0.1
COc1ccccc1NC(=O)N(Cc1ccco1)Cc1cc2cc(C)cc(C)c2[nH]c1=O	-6	-4	-26	-2	12	9	x	43	-3	-1.7
